iPSC survival up: enhancers of single-cell hiPSC survival, primary screen, ATPlite luminescence; 100% = ROCK inhibitor wells, 0% = DMSO; survival enhancement, % at 20 µM; hit rate 0.044% among 360,000; AID 602274, 2012; in the data active = survival enhancement above about 18%;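 note: cells exposed to compounds for 16 hours before the ATP read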
Granule exo inh: LAMP-1 surface exposure blockers, TALL-104 cells – cell-based, flow cytometry, MLPCN library, primary screen. TALL-104 LAMP-1 surface exposure; cells stimulated with thapsigargin and PMA. hit rate 0.66% among 360,000. AID 651702, 2012. inhibition, % at 10 µM;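 active = inhibition above about 55%, limit read from the data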
ABHD5 PLIN5 PPI: ABHD5-PLIN5 interaction inhibitors, primary screen, cell lysate, split luciferase complementation, luminescence. Perilipin-5 (Homo sapiens) + 1-acylglycerol-3-phosphate O-acyltransferase ABHD5 (Homo …. Split G. princeps luciferase complementation, 4 h. inhibition, % at 4 µM. hit rate 0.78% among 360,000;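 active = inhibition above the mean inhibition across every tested compound plus 3 SD, cut at about 22% in these data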;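 note: 0% = DMSO only wells and the 100% control is not disclosed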
aDG glyco up: activators of alpha-DG glycosylation, primary screen, uHTS, Pro5-aDG cells, AlphaScreen; alpha-DG glycosylation AlphaScreen (IIH6); 0% Pro5, 100% B10-LARGE cell signal; activation, % at 10 µM; hit rate 0.22% among 360,000; AID 624168, 2012;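 active = activation of at least 8% versus controls, or a plate z-score of at least 8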;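 note: Pro5 are CHO cells carrying HIG-tagged alpha-DG that lacks glycosylation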
MC4R barr agon: MC4R agonists recruiting beta-arrestin, primary screen, cell-based, luminescence, agonist arm of biased-ligand search; Melanocortin receptor 4 (Homo sapiens), P32245; U2OS MC4R beta-arrestin complementation; percent of melanotan II response, DMSO zero; activation, % at 8.9 µM; hit rate 0.98% among 360,000; AID 540308, 2011;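 active = activation above a per-plate cutoff, the mean activation of sample wells on that plate plus 3 SD, cut at about 8% in these data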
Target sequence (P32245 whole entry, looked up): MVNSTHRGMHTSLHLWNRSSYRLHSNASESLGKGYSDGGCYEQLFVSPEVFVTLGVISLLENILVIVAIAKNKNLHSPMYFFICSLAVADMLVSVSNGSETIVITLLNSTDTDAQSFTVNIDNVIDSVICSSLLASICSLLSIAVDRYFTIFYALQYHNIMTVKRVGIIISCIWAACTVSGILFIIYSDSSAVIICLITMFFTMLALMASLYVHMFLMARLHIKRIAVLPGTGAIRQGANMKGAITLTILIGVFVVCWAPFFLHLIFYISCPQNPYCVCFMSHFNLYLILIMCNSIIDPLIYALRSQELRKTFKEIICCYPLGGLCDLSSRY
ABCB6 inh 2: ABCB6 transporter inhibitors, primary screen, K562-ABCB6 cells, flow cytometry, MLPCN library; ATP-binding cassette sub-family B member 6 (Homo sapiens), Q9NP58; K562-ABCB6 porphyrin accumulation, 1 h; active compounds read low; fluorescence ratio to DMSO, % at 10 µM; hit rate 0.19% among 360,000;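 active = fluorescence ratio to DMSO below 75%, the collection mean minus 3 SD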;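 note: signal is porphyrin accumulated inside mitochondria; 100% equals median channel fluorescence of DMSO control wells; lower ratio means ABCB6 inhibition with less porphyrin fluorescence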
MC4R antagonist: MC4R antagonists of cAMP signaling, primary screen, cell-based, TR-FRET, antagonist arm of biased-ligand search | inhibition, % at 6.5 µM | MC4R-expressing cells, MTII-stimulated cAMP, LANCE TR-FRET | hit rate 0.48% among 360,000 | Melanocortin receptor 4 (Homo sapiens), P32245;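 active = inhibition above its plate's cutoff, the mean of tested wells on that plate plus 3 SD, cut at about 29% in these data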;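 note: 0% = Melanotan II alone and 100% = Melanotan II plus saturating MCL0020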
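Material – human MC4R-expressing U2OS cells · Repeats – no replicates · Detection – TR-FRET with Eu-cAMP and labeled anti-cAMP, 671 nm · Times – compound 30 min, challenge 1 h, detection 1 h · Compound – single nominal compound dose of 6.5 µM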
m5-HT2A agonist: mouse Htr2a agonists via beta-arrestin recruitment, primary screen, cell-based, luminescence | 5-hydroxytryptamine receptor 2A (Mus musculus), P35363 | CHO-K1 mHTR2A beta-arrestin complementation; percent of 30 µM serotonin response | activation, % at 7.6 µM | hit rate 0.66% among 360,000 | AID 624169, 2012;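 active = activation above a run cutoff, the mean activation of all tested compounds plus 3 SD, cut at about 14% in these data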;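 note: 0% = plate median of compound wells and 100% = 30 µM serotonin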
Target sequence (P35363 whole entry, looked up): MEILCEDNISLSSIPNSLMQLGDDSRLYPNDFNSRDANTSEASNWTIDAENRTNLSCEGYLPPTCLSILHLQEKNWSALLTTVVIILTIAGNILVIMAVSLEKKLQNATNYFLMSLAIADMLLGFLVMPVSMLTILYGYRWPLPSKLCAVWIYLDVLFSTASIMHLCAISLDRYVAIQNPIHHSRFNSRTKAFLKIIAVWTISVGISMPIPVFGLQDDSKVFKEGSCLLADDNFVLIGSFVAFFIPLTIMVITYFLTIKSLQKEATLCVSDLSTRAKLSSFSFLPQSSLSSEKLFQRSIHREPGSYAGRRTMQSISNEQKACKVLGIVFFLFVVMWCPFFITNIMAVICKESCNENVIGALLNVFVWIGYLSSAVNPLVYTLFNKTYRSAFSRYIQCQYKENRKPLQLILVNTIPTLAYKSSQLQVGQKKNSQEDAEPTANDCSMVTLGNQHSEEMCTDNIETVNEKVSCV
Glyco luc inh: increase of ERlucT glycosylation luciferase signal, primary screen, N-linked glycosylation inhibitor project, D54 ERlucT cells, luminescence, set 2; D54 ERlucT glycosylation luciferase reporter, 24 h; percent of 100 nM tunicamycin response; reporter increase, % at 12.5 µM; hit rate 0.23% among 360,000; AID 588692, 2011;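 active = mean luciferase reporter signal, scaled so untreated is 0 and the glycosylation-blocking control 100, at or above a set limit in every replicate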;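 note: luciferase carries N-glycosylation sites so blocking glycosylation raises the light; 0% = median of neutral control wells and 100% = median of 100 nM tunicamycin wells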
Cardio protect: cardioprotection against H2O2-induced cell death, primary screen, uHTS, H9c2 cells, ATPLite luminescence. H9c2 cardiomyocytes, H2O2 injury protection, 2 h. AID 588492, 2011. hit rate 0.63% among 360,000. protection from H2O2 cell death, % at 20 µM;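 active = compounds giving at least 50% protection of heart cells from peroxide-induced death in the single-dose screen, raw or plate-pattern-corrected value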;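 note: 0% = DMSO wells with peroxide and 100% = DMSO wells without peroxide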
Active calls of the source: *; · = no result given. Rows were taken by chance; any-hit rate near 4.5%.

SMILES	iPSC survival up	Granule exo inh	ABHD5 PLIN5 PPI	aDG glyco up	MC4R barr agon	ABCB6 inh 2	MC4R antagonist	m5-HT2A agonist	Glyco luc inh	Cardio protect
CCC(C)NC(=O)c1cc(Cl)c(NC(=O)C2=C(C)OCCS2)cc1OC (stereo unspecified)	1.6	4	4	0.0	-1.1	90	4	-6	-4	0
CC(=O)c1cccc(NC(=O)C(C)OC(=O)CCC2CCCCC2)c1 (stereo unspecified)	-0.4	1	6	-0.1	0.0	96	-6	0	0	-14
OCCNc1ncnc2c1ncn2[C@H]1CN(Cc2ccncc2)C[C@@H](CO)O1	7.7	-4	-4	-0.2	-0.4	102	12	15*	1	-2
COc1ccc(C)cc1N(CC(=O)NC1CCCC1)C(=O)CCC(=O)Nc1cc(C)on1	-1.0	-1	-4	-0.2	-0.1	86	-3	-5	0	8
Cc1cc(C)cc(NC(=O)C2CCN(c3nc(C)cc(C)n3)CC2)c1	-4.1	-3	7	-0.1	-1.1	96	-4	7	3	2
CCN(CC)c1ccc2c(-c3ccc(S(=O)(=O)O)cc3S(=O)(=O)[O-])c3ccc(=[N+](CC)CC)cc-3oc2c1	0.1	8	12	0.0	-3.8	133	50*	-2	-11	-1
CCC(=O)N1CCC1(C)C(=O)Nc1cccc(Oc2ccccc2)c1 (stereo unspecified)	-0.3	2	10	0.3	-0.5	95	3	3	2	-9
O=C(N[C@@H](Cc1ccccc1)C(=O)O)c1ccncc1	-3.5	3	1	0.1	-0.5	96	1	1	2	5
COc1ccc(OCC(=O)NC2CC(C)(C)NC(C)(C)C2)cc1	3.0	-4	-6	0.1	-2.8	97	7	-3	-4	-4
COc1ccc(C)cc1Nc1n[n+](-c2ccccc2)c(-c2cc([N+](=O)[O-])cc(OC)c2O)s1	0.6	-1	-2	0.0	-1.4	474	-1	9	5	2
CCCCN(CCCC)Cc1cc2ccccc2c2c1COC2	0.9	6	1	0.3	1.0	101	13	-5	0	-15
Cc1nc(COC(=O)c2ccc(CO)cc2)cs1	1.7	-3	2	0.1	-1.1	91	3	1	-2	1
Cc1csc(=NC(=O)c2ccccc2)n1CCO	-1.3	-4	-3	-0.2	-0.5	100	3	8	1	4
O=C(/C=C/c1ccco1)Nc1ccc(Cl)c(S(=O)(=O)N2CCOCC2)c1	-0.5	5	3	0.6	0.4	94	6	14	-4	1
Oc1ccccc1C=NN=C1c2ccccc2-c2ccccc21	3.8	7	2	-0.2	-0.1	477	0	-3	1	-11
CC1CC(OCC(O)CN2CCCCC2C)CC(C)(C)C1 (stereo unspecified)	0.0	-8	-4	0.1	0.8	98	20	-3	-3	2
Cc1ccc(C(=O)CNc2ccc(Cl)cc2)cc1	-0.9	4	-2	-0.1	3.4	101	1	-2	4	3
CCOCCn1ccc2c(OCC(=O)Nc3cc(OC)ccc3OC)cccc2c1=O	-0.4	-1	14	-0.3	4.5	95	18	0	-5	53*
Cc1ccc(NC(=O)COC(=O)c2ccc(S(=O)(=O)NCc3ccco3)cc2)cc1	0.8	-3	-5	0.1	-0.5	94	-4	-2	0	-7
CC1CCN(c2ccc(NC(=O)c3ccc([N+](=O)[O-])o3)cc2)CC1	-0.6	-16	-1	-0.5	2.7	102	5	-5	-18	-15
Cn1ccnc1-c1ccc(-c2nccn2C)cc1	0.3	-2	-4	0.0	-1.9	97	-1	-3	2	11
CCC1CCCCN1C(=O)Nc1ccc(F)cc1 (stereo unspecified)	2.4	0	4	-0.1	2.1	101	-9	-1	0	1
CCCc1cc(=O)[nH]c(SCC(=O)C(C)(C)C)n1	0.5	-1	-4	-0.1	-0.7	92	6	2	-1	12
Cc1cccc(NC(=O)c2cccc(S(=O)(=O)N(C)c3ccccc3)c2)n1	-0.3	-1	-7	-0.2	-0.7	99	13	-5	0	4
CN(Cc1ccccc1)C(=O)c1ccc(NC(=O)Cc2cccc(NC(=O)C3CCN(C(=O)C4CCCC4)CC3)c2)cc1	0.5	1	-10	0.1	-2.3	99	3	1	-2	1
O=C1/C(=C\c2ccccc2)CCC/C1=C/c1ccccc1	-1.9	-10	5	0.1	0.7	91	6	-1	12	-10
CCSC1=NN2CCS(=O)(=O)N=C2S1	-0.8	-3	0	0.1	-1.1	93	-3	-3	-1	-2
CN=C1S/C(=C\c2ccc(SC)cc2)C(=O)N1C	0.6	13	13	-0.2	0.3	95	-1	0	-1	-9
O=C(Nc1ccc(Cl)cn1)c1ccc2[nH]c(=O)c(=O)[nH]c2c1	-0.3	4	4	0.0	-0.4	100	0	1	4	7
CCN(CC)C(=O)CSc1nnc(-c2ccco2)n1N	-1.4	-2	2	0.0	-2.6	95	16	5	1	2
Cn1cnc([N+](=O)[O-])c1Sc1n[nH]c(N)n1	-0.1	-2	-8	0.0	1.1	103	20	6	2	-1
COc1ccc(CNC(=O)COC(=O)C2CC2C)cc1OC (stereo unspecified)	-0.2	7	-4	0.0	3.1	96	16	-2	0	-15
CCN1CCN(C(=O)C(C)Nc2ccc(OC)cc2OC)CC1 (stereo unspecified)	1.1	-3	-1	-0.5	-2.3	105	3	5	1	-6
Cc1nc(-c2ccccc2Cl)sc1C(=O)/C=C/N(C)C	0.2	0	0	0.1	0.2	99	9	0	-2	-2
COc1cc(Cl)c(C)cc1NC(=O)c1ccc2c(SCC(=O)O)c3c(nc2c1)CCCC3	-0.1	-7	-1	-0.4	-0.5	98	5	2	2	-2
COc1ccc(NC(=O)CN(C)CC(=O)Nc2ccc(Cl)cc2F)cc1	-0.5	-8	4	0.2	-0.9	101	3	-1	-1	-3
Cc1ccc(NC(=O)c2cccs2)cc1S(=O)(=O)Nc1cccc(Cl)c1	-2.2	-1	16	0.1	6.1	89	-2	11	-3	-10
Cc1ccc(NC2=NC(C(=O)Nc3ccc(C)c(C)c3)CC(=O)N2)cc1 (stereo unspecified)	1.5	-2	-2	0.0	-1.0	94	0	5	·	10
Cc1ccc(N2C(=O)C3C(C(=O)c4ccccc4)=NN(c4ccccc4)C3C2=O)cc1 (stereo unspecified)	0.8	3	6	-0.3	0.9	103	-10	6	1	9
CC(C)(C)c1cc(C(=O)NNS(=O)(=O)c2ccccc2)n[nH]1	0.0	-6	5	-0.2	-0.5	89	8	0	-2	11
C(=C\c1ccco1)/C1=NN(c2ccccc2)C(c2ccco2)C1 (stereo unspecified)	0.6	2	34*	7.2*	-1.3	305	2	-5	1	-8
CCOc1ccc(C(=O)OCC(=O)NCc2ccccc2)cc1OCC	-0.5	1	2	-0.1	0.3	98	1	-5	1	0
CC(=O)c1ccc(Oc2ncnc(N)c2[N+](=O)[O-])cc1	-0.5	6	5	0.0	0.9	96	3	2	7	5
COc1ccccc1-n1c(SCC(=O)Nc2nnc(C)s2)nc2c(c1=O)SCC2	-0.2	0	4	-0.3	0.4	106	10	2	2	7
CC[C@]12c3[nH]c4ccccc4c3CCN1C(=O)C(CC(=O)NCCN1CCOCC1)C[C@@H]2C(=O)N1CCN(C(=O)c2ccco2)CC1 (stereo partly specified)	0.8	-2	-4	0.1	-2.7	98	3	1	1	3
COc1ccccc1NC(=O)C/C(C)=N/NC(=O)COc1c(Br)cc(Br)cc1OC	-2.0	1	2	-0.4	-1.1	96	2	1	-1	8
Cc1ccc(-c2ccc(=O)n(Cc3ccc(F)cc3)n2)cc1	-0.1	-7	-1	0.3	0.7	97	5	-7	0	-14
C=CCn1c(SCC(=O)N(C)C)nc2sc3c(c2c1=O)CCC3	0.2	-5	10	0.0	2.2	101	-6	4	-1	-2
O=C(NCCc1c[nH]c2ccccc12)C1CCN(S(=O)(=O)c2ccc(F)cc2)CC1	1.4	5	-7	-0.1	0.1	91	14	4	1	5
COC(=O)C1=CN(Cc2ccc(OC)c(OC)c2)C=C(C(=O)OC)C1c1ccccc1F	0.2	12	5	1.0	-0.8	100	1	17*	-4	14
O=C(CCNS(=O)(=O)c1ccccc1F)NCc1ccc2c(c1)OCO2	-1.2	-1	3	-0.1	-0.6	91	13	-3	0	19
O=C(NNS(=O)(=O)c1ccccc1[N+](=O)[O-])c1ccc(F)cc1	-0.4	18	6	0.6	-2.7	94	8	-7	1	-14
CN(Cc1ccccc1)c1c([N+](=O)[O-])c(=O)n(C)c2ccccc12	-0.6	-3	-1	-0.1	1.7	98	-11	-1	-1	8
CCCCNC(=O)COC(=O)c1cc2c(C)nn(-c3ccccc3)c2s1	0.0	0	2	-0.1	0.2	97	3	2	0	-12
CSc1nc(Cc2ccc(Cl)cc2)nc2ccccc12	2.5	2	-5	0.3	0.8	100	-2	-5	-4	2
CSc1ccc(CCNC(=O)c2ccc(CS(=O)Cc3ccc(Cl)cc3)o2)cc1 (stereo unspecified)	-0.2	-2	5	-0.1	-1.7	99	7	-2	-1	-7
COc1ccc(C)cc1NC(=O)CSCc1cc(=O)n2c(C)csc2n1	-0.4	3	3	0.1	-1.4	103	9	-5	6	3
COc1ccc([C@H]2C[C@@H](O)[C@H](n3cc(C4CC4)nn3)CN2Cc2cccs2)cc1	0.5	3	4	-0.1	1.4	94	5	-3	0	6
COc1nc(OCC#N)nc(N(C)C)n1	4.3	-2	-3	-0.1	-0.9	95	-6	-6	-1	9
C=CCn1c(SCC(=O)NC2CCCC2)nc2scc(-c3ccco3)c2c1=O	-0.1	0	43*	-0.2	-1.6	99	5	0	0	5

(next part)
SMILES	iPSC survival up	Granule exo inh	ABHD5 PLIN5 PPI	aDG glyco up	MC4R barr agon	ABCB6 inh 2	MC4R antagonist	m5-HT2A agonist	Glyco luc inh	Cardio protect
COc1ccc(CCNC2=CC(=O)CCC2)cc1OC	0.0	11	-2	1.0	·	100	·	3	0	0
Cc1c2ccccc2cc[n+]1CCCS(=O)(=O)[O-]	2.8	1	-5	0.1	-0.5	100	5	-1	2	4
CCCC(=O)C1=C(O)C(C(=O)OC)C(C)(C)CC1=Nc1ccc(OC)cc1 (stereo unspecified)	-0.8	-2	1	0.3	-1.6	101	7	3	1	1
COc1ccc(NC(=O)Cn2c(=O)n(CC(=O)NCc3ccco3)c(=O)c3ccccc32)cc1OC	1.1	1	1	-0.2	-0.9	97	5	11	5	0
Cc1cc(C)nc(SCC(=O)NNC(=O)c2cccs2)n1	0.6	-3	-3	-0.1	0.0	88	0	5	-1	5

High-throughput results from PubChem.
